RmlCD inh 1536: M. tuberculosis RmlC/RmlD inhibition | inhibition, % at 3.6 µM | 0.03% of 160,000 active | P9WH09+P9WH11 | RmlC+RmlD coupled enzyme assay, percent inhibition; primary screen in compound mixtures; in the data active = inhibition mostly above about 34%, no sharp cut-off; note: some results filed as inactive read as strong as hits
Target sequence (P9WH09 whole entry, looked up): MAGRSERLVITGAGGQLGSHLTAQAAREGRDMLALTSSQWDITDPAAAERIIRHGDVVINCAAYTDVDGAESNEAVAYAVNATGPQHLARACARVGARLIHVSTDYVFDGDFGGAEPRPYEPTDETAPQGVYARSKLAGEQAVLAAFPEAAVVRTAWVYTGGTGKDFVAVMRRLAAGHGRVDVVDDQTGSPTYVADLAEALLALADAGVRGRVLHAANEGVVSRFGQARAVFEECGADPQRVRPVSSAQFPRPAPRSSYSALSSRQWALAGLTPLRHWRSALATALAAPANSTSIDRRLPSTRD
Target sequence (P9WH11 whole entry, looked up): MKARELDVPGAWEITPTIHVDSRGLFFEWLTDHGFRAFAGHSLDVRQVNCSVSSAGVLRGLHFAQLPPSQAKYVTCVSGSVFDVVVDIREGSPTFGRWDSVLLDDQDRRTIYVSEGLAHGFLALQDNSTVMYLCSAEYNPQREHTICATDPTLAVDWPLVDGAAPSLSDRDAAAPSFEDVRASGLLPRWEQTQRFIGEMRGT
M. tuberculosis GlmU: inhibition of mycobacterial GlmU enzyme – biochemical, glucosamine-1-phosphate acetyltransferase (AID 1376); M. tuberculosis GlmU acetyltransferase enzyme assay; higher % means a stronger effect; inhibition, %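 (tested at 30 µM in the primary screen)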; hits with a dose series show IC50 in µM; 0.25% of 220,000 active; in the data active = inhibition above about 13%;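 note: 0% = complete reaction with vehicle and 100% = reaction without substrate; strong numbers were not always called active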
* hit, by the source's call; . = no result given; & = joins results of further samples. Not all compounds are listed; the hit share may differ from the screen's.

Each structure is followed by: RmlCD inh 1536	M. tuberculosis GlmU
- O=C(Nc1ccccc1)c1cc2n(n1)C(C(F)(F)F)CC(C1CC1)N2 (stereo unspecified)
→ 21.9	-7.0%
- O=C(NCCCn1ccnc1)c1cc(-c2ccncc2)nc2ccccc12
→ -13.2	-6.3%
- CCOC(=O)N1CCN(Cc2nc(-c3ccccc3)no2)CC1
→ .	-1.8%
- CC1=NN(C(N)=S)C(=O)C1N=Nc1ccccc1 (stereo unspecified)
→ -7.0	1.1%
- C=CCNC(=O)c1nn2cccnc2c1Cl
→ 3.9	-4.9%
- CCCN1C(=O)CC(C(=O)OC)=C1C
→ -5.4	3.8%
- CC(=O)N1N=C2C3CCN(CC3)C2C1c1ccccc1 (stereo unspecified)
→ 0.8	1.2%
- COc1cc(N(C)C)c([N+](=O)[O-])cc1C(=O)NC(C)CNc1ccc([N+](=O)[O-])cc1Cl (stereo unspecified)
→ 0.5	4.3%
- CNC(=O)c1ccccc1NC(=O)c1ccc(C)c(S(=O)(=O)N2CCCCC2)c1
→ .	4.9%
- CC1CC(NC(=O)Cc2ccc(Br)cc2)CC(C)(C)C1 (stereo unspecified)
→ .	-6.4%
- C/C(CC(=O)Nc1cccc(F)c1)=N\NC(=O)C(=O)NC1CCCCC1
→ -2.6	0.6%
- Cc1nc2scc(-c3ccc(Cl)cc3)c2c(=O)o1
→ 2.2	0.6%
- CCN(Cc1nc2ccccc2c(=O)[nH]1)Cc1cc(=O)oc2cc(OC)ccc12
→ 12.2	4.4%
- Cn1c(C(=O)NCCN2CCN(Cc3ccccc3)CC2)cc2c(=O)n(C)c3ccccc3c21
→ .	-7.0%
- COCc1nnc(NC(=O)c2cc(C(=O)OC)cc([N+](=O)[O-])c2)s1
→ 2.5	2.1%
- CC1=C(C(=O)Nc2ccccc2C)C(c2cccnc2)n2nc(CCCO)nc2N1 (stereo unspecified)
→ .	0.7%
- COc1cccc(C2CC(C(F)(F)F)n3ncc(C(=O)Nc4c(C)n(C)n(-c5ccccc5)c4=O)c3N2)c1 (stereo unspecified)
→ .	4.3%
- COC(=O)c1cccc(NC(=O)CCSc2ccc(Cl)cc2)c1C
→ 3.6	0.1%
- CCOc1ccc(C(=O)Nc2cccc(-c3ccc4nncn4n3)c2)cc1
→ -5.9	1.0%
- COc1cccc(NC(=O)C2CCCCC2)c1
→ .	2.6%

(cont.)
Each structure is followed by: RmlCD inh 1536	M. tuberculosis GlmU
- CC(C)(C)c1ccc(C(=O)Nc2ccc([N+](=O)[O-])cn2)cc1
→ -3.3	-3.5%
- CCOc1cc(-c2nc3ccccc3s2)ccc1O
→ .	-4.5%
- CCOc1cc2c(C#N)c(N3CCCC3)nc(N)c2c(N)n1
→ .	4.6%
- CN(C)CCOC(=O)c1ccc2c(c1)S(=O)(=O)c1ccccc1C2=O
→ .	-2.4%
- CCN1CCN(c2nc3c(c(=O)n(C)c(=O)n3C)n2CCSc2ncccn2)CC1
→ 1.9	-0.7%
- CCOC(=O)c1cn(C2CC2)c2c(F)c(F)c(F)cc2c1=O
→ 5.0	-0.1%
- Cc1cc(N2CCN(c3ccc([N+](=O)[O-])c4cccnc34)CC2)c2ccccc2n1
→ 5.0	-6.5%
- Cn1c(CSc2nc3ccccc3n2C)nc2ccccc21
→ 30.5	-0.8%
- c1ccc(-c2cnnc(-c3ccccn3)n2)cc1
→ .	-0.1%
- Cc1cccc(N2CCN(C(=S)Nc3ccc4nc(N5CCOCC5)cc(C)c4c3)CC2C)c1 (stereo unspecified)
→ -2.1	-0.3%
- CCCNC(=O)CNC(=S)N(Cc1cc(OC)c(OC)c(OC)c1)C1CCCC1
→ -6.8	-0.1%
- Cn1cccc1/C=N/NC(=O)Cn1cnc2ccccc21
→ -3.3	1.9%
- O=c1[nH]c2cc3c(cc2cc1CN(CCCO)Cc1nnnn1Cc1ccc(F)cc1)OCO3
→ -6.7	8.4%&1.5%
- CCCCCCC12CCC(C(=O)O)(CC1)CC2
→ .	0.1%
- COc1ccc(CC2(CO)CCN(Cc3ccc4nsnc4c3)CC2)cc1
→ -4.2	5.3%
- COc1ccc(NC(=O)CC2C(=O)N(Cc3ccccc3)C(=S)N2CCN2CCOCC2)cc1 (stereo unspecified)
→ -11.3	5.5%
- COc1ccc(C2=NN(CC(=O)Nc3ccccc3C)C(=O)CC2)cc1
→ -4.5	-2.2%
- CC[n+]1c(SC)ccc2cc(OC)ccc21
→ -6.3	3.9%
- NNC(=O)C1CCCN1S(=O)(=O)c1ccc(Cl)cc1 (stereo unspecified)
→ 18.4	-4.1%
- COc1ccc(NC(=O)N(CCCN2CCOCC2)Cc2cccnc2)c(OC)c1
→ .	7.1%

Next structures:
Each structure is followed by: RmlCD inh 1536	M. tuberculosis GlmU
- Cc1ccc(CNC(=O)c2ccc([N+](=O)[O-])o2)cc1
→ -6.2	0.7%
- Cc1ccc(S(=O)(=O)CNC(=O)c2ccccc2)cc1
→ 40.6	1.2%
- CCCCn1c(SCC(=O)c2ccc3c(c2)OCCO3)nnc1-c1ccco1
→ 1.9	1.5%
- COC(=O)c1ccc(N2CCN(CC(=O)c3ccc(-c4ccccc4)cc3)CC2)c([N+](=O)[O-])c1
→ -5.2	.
- Nn1c(SCC(=O)Nc2ccc3c(c2)OCO3)nnc1-c1ccncc1
→ -0.3	-0.9%
- CN(CC(=O)Nc1cccc2c1CCCC2)S(=O)(=O)c1ccccc1
→ -7.6	0.6%
- O=C1CCCc2ccccc2N1Cc1cccc(Cl)c1
→ 6.9	-0.2%
- CC(=O)Nc1sc2c(c1C#N)CCC(C)C2 (stereo unspecified)
→ -13.6	3.6%
- O=S(=O)(Nc1ccc2c(c1)CCC2)c1cccs1
→ .	3.5%
- O=C(c1cc(-c2ccncc2)nc2ccccc12)N1CCN(S(=O)(=O)/C=C/c2ccccc2)CC1
→ 14.2	-2.5%
- O=C(Nc1ccccc1C(=O)N1CCOCC1)c1noc2c1CCCC2
→ -7.4	5.9%
- COc1ccc(N2C(=O)C(CC(N)=O)N(NC(=O)c3cccc(OC)c3)C2=S)cc1 (stereo unspecified)
→ 6.2	0.7%
- CCC1=NN(C(=O)CCc2ccc3c(c2)OCO3)C(O)(C(F)(F)F)C1 (stereo unspecified)
→ 26.7	2.1%
- O=C(/C=C/c1ccccc1)NC(NC(=S)Nc1ccc(Cl)cc1)C(Cl)(Cl)Cl (stereo unspecified)
→ -8.6	2.6%
- Cc1ccccc1-n1c(SCC(=O)c2cc(C)n(C)c2C)nnc1-c1cccnc1
→ .	0.1%
- CCn1nc(-c2cccs2)nc2c(=O)n(C)c(=O)nc1-2
→ -9.3	.
- CCOC(=O)Nc1cccc2ccccc12
→ 7.8	-1.4%
- CC(C)(C)c1cc(C(=O)Nc2ccc(F)cc2)n(Cc2ccc(F)cc2)n1
→ -7.3	-5.9%
- Cc1ccc(S(=O)(=O)Nc2ccc(Cl)cc2C(=O)c2ccccc2)cc1
→ -4.9	-0.3%
- O=C1OC(Cc2ccccn2)C(O)=C1C1=NCCCN1 (stereo unspecified)
→ .	0.2%

Next section.
Each structure is followed by: RmlCD inh 1536	M. tuberculosis GlmU
- Cc1nc(OCc2c(C)noc2C)c2ccccc2n1
→ 5.8	8.4%
- CN(C)CCNC(=S)NC1CCCCC1
→ .	-4.5%
- Cn1c(=O)n(CCCOc2ccc(Br)cc2)c2ccccc21
→ 5.6	1.3%
- CN(C)S(=O)(=O)Oc1ccccc1C(=O)Nc1ccccc1Cl
→ 5.5	-0.3%
- Cc1ccc(C(=O)NCCNc2nc3cc(C)c(C)cc3cc2C)cc1
→ -4.9	-2.1%
- O=C(Nc1ccc(Nc2ccccc2)cc1)C1CC1
→ .	-4.4%
- O=C(COC(=O)c1ccc([N+](=O)[O-])s1)NC(c1ccccc1)c1ccccc1
→ 20.3	0.4%
- O=C1C2C3C=CC(C3)C2C(=O)N1c1n[nH]c(CCc2ccccc2)n1 (stereo unspecified)
→ 6.8	2.3%
- O=C(/C=C/c1ccc(Cl)cc1)NC(=S)Nc1ccccc1C(=O)O
→ 1.3	1.4%
- CC(C)CSC1=NSC2=NC(=O)/C(=C\c3coc4ccccc4c3=O)C(=N)N12
→ 5.3	5.8%
- CCCCN(CC)S(=O)(=O)c1ccc(C(=O)Nc2nnc(CSC)o2)cc1
→ 5.5	3.0%
- O=c1[nH][nH]cc1C=Nc1ccc(Cl)cc1Cl
→ -8.0	-5.0%
- Cc1cc(C)c2c(c1)SC1=NC(c3ccccc3)(C(F)(F)F)NC(=O)N12 (stereo unspecified)
→ -1.6	-3.1%
- Cc1ccc(N2CC(=O)N(NC(=O)Nc3ccc(Cl)c(Cl)c3)CC2=O)cc1
→ -4.6	-6.6%
- Cc1cc(NC(=O)c2ccc(Cl)c([N+](=O)[O-])c2)no1
→ 28.5	6.2%
- CC(C)(C)c1ccc(CNc2cc(N3CCOCC3)ccc2[N+](=O)[O-])cc1
→ 10.9	-3.4%
- COc1ccc(NC(=S)Nc2ccc3cn[nH]c3c2)cc1
→ 9.2	6.1%
- O=C(OCc1c(Cl)cccc1Cl)c1cccnc1
→ 7.1	0.9%
- S=C1NC[C@H](c2ccccc2)N1CC1CCCCC1
→ .	0.0%
- COc1ccc(C(C(=O)NC2CCCC2)N(Cc2ccccc2)C(=O)CNC(=O)c2ccco2)cc1 (stereo unspecified)
→ 59.9	1.8%

Remaining list, next part.
Each structure is followed by: RmlCD inh 1536	M. tuberculosis GlmU
- Nc1ccccc1OCCOCCOCCOc1ccccc1N
→ .	-1.4%
- C=CCNC(=S)N1CCN(CCN=CC2=C(O)CC(c3ccco3)CC2=O)CC1 (stereo unspecified)
→ .	-0.1%
- O=C(NCc1ccccc1)NC(=O)c1ccccc1
→ 0.9	1.3%
- O=c1c2cc(Br)ccc2[nH]c(=S)n1Cc1cccnc1
→ 0.8	.
- COC(=O)c1ccccc1NC(=O)CN1CCC(n2nnc3cc(C(F)(F)F)ccc32)CC1
→ -6.0	.
- O=C(CSc1nnnn1-c1ccc2c(c1)OCCO2)N1CCc2ccccc21
→ -5.2	-3.0%
- Brc1cnc2nc(SCc3nc4ccccc4[nH]3)[nH]c2c1
→ 10.8	-3.6%
- CC(C)NS(=O)(=O)c1ccc(CCC(=O)N2CCOCC2)cc1
→ 9.8	4.6%
- COC(=O)c1nn(-c2ccccc2)c(=O)cc1O
→ -4.5	2.9%
- O=C(N1CCN(c2ccccc2)CC1)C12CC3CC(CC(C3)C1)C2
→ 9.0	5.6%
- CN(C1CCCCC1)S(=O)(=O)Cc1ccccc1
→ 4.9	3.0%
- Cc1ccccc1NC(=S)NCCC(c1ccccc1)c1ccccc1
→ -2.1	0.9%
- Cc1ccc(Cn2c(SCC(=O)N/N=C/c3ccc(C)o3)nc3ccccc32)cc1
→ -4.5	4.0%
- COC(=O)Cn1c(=NC(=O)c2ccc(S(=O)(=O)N3CCc4ccccc4C3)cc2)sc2cc(OC)ccc21
→ -8.3	-0.6%
- Cc1[nH][nH]c(=O)c1C(c1ccc(-c2ccc(Cl)cc2Cl)o1)c1c(C)[nH][nH]c1=O
→ -2.9	0.0%
- COc1cccc(C2/C(=C(/O)c3cnn(-c4ccccc4)c3C)C(=O)C(=O)N2CCN(C)C)c1 (stereo unspecified)
→ 9.1	.
- COC(=O)C(CCCCN1C(=O)C2C3C=CC(C3)C2C1=O)N1C(=O)C2C3C=CC(C3)C2C1=O (stereo unspecified)
→ .	1.2%
- CCCN(CCC)C(=O)Cn1c(=O)c2ccccc2n2c(=S)sc(-c3ccccc3C)c12
→ 4.9	2.7%
- CC(C)OC(=O)C1=C2SCC(=O)N2C(N)=C(C#N)C1
→ 35.9	1.9%
- CCOC(=O)c1ccccc1N/C=C/C(=O)c1ccccc1
→ .	-5.5%

Additional compounds
Each structure is followed by: RmlCD inh 1536	M. tuberculosis GlmU
- O=C(CCCn1c(=O)[nH]c2cc(Cl)ccc2c1=O)NCCCN1CCN(c2ccc(F)cc2)CC1
→ 7.8	1.3%
- Cc1cc(N2CCOCC2)n2ncc(-c3ccc(Cl)cc3)c2n1
→ 82.6	-0.9%
- CCS(=O)(=O)N1CCN(c2ccc(C(=O)NC3C4CC5CC(C4)CC3C5)cc2[N+](=O)[O-])CC1 (stereo unspecified)
→ -6.7	-0.7%
- O=C(O)/C=C/C(=O)NC1CCCCC1
→ 4.3	5.7%
- NS(=O)(=O)c1ccc(NC(=S)NCC2CCCO2)cc1 (stereo unspecified)
→ 6.4	3.0%
- O=C(NC1(C(F)(F)F)NC(=O)N(C2CCCCC2)C1=O)C1CC1 (stereo unspecified)
→ .	6.2%
- Cc1cnc(CN(C)Cc2c(C(=O)N3CCc4ccccc4C3)nc3ccc(Cl)cn23)[nH]1
→ -4.4	-2.9%
- Cc1c(Cl)cnc(NC(=O)COC(=O)c2ccc([N+](=O)[O-])s2)c1Cl
→ -8.1	-5.4%
- COc1ccc(/C=C2\SC(=S)N(CC(=O)N3CCN(C)CC3)C2=O)cc1
→ 7.3	2.9%
- OC(c1ccc(F)cc1)(c1ccc(F)cc1)[C@@H]1CCCN1
→ 10.0	-0.9%
- CCOc1ccc(-c2cc3nc(C4CCN(C(=O)OC(C)(C)C)CC4)c(C(=O)O)cn3n2)cc1
→ 13.1	-2.8%

Compounds shown so far containing a CF3 group, in the order listed:
Each structure is followed by: RmlCD inh 1536	M. tuberculosis GlmU
- O=C(Nc1ccccc1)c1cc2n(n1)C(C(F)(F)F)CC(C1CC1)N2 (stereo unspecified)
→ 21.9	-7.0%
- COc1cccc(C2CC(C(F)(F)F)n3ncc(C(=O)Nc4c(C)n(C)n(-c5ccccc5)c4=O)c3N2)c1 (stereo unspecified)
→ .	4.3%
- CCC1=NN(C(=O)CCc2ccc3c(c2)OCO3)C(O)(C(F)(F)F)C1 (stereo unspecified)
→ 26.7	2.1%
- Cc1cc(C)c2c(c1)SC1=NC(c3ccccc3)(C(F)(F)F)NC(=O)N12 (stereo unspecified)
→ -1.6	-3.1%
- COC(=O)c1ccccc1NC(=O)CN1CCC(n2nnc3cc(C(F)(F)F)ccc32)CC1
→ -6.0	.
- O=C(NC1(C(F)(F)F)NC(=O)N(C2CCCCC2)C1=O)C1CC1 (stereo unspecified)
→ .	6.2%
